zVAD death inh: L929 zVAD cell death inhibition. L929 zVAD necroptosis rescue, ATP luminescence, 24 h; with zVAD 60 µM. viability rescue, % at 10 µM. 0.38% of 220,000 active. AID 1377;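 active = activation, scaled between plate controls, above about 75%, limit read from the data; inactive = activation under that limit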;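 note: 0% = zVAD with DMSO and 100% = DMSO alone without zVAD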
EP2 mod: EP2 receptor (human) modulation; P43116; EP2-expressing cells, cAMP HTRF FRET, PGE2 co-stimulation; 0.83% of 260,000 active; AID 940; induction, % at 25 µM;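 active = compounds whose cAMP rise, as percent of the full-agonist control response, exceeds 60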;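 note: rat C6 glioma line stably carrying human EP2 under a CMV promoter; the protocol text gives 20 µM as final concentration; 100% = response of wells given 1 µM PGE2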
Target sequence (P43116 whole entry, looked up): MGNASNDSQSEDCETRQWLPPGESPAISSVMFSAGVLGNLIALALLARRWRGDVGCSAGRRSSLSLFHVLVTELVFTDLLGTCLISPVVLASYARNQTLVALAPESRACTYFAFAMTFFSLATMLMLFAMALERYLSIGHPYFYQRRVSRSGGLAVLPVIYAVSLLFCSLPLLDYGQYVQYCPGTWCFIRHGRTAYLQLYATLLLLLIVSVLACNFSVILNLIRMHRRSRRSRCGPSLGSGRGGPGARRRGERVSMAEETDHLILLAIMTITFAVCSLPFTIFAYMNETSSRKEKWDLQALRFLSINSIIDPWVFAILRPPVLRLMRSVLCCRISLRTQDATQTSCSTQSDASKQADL
TNF necrop inh: blocks TNF-alpha induced death of Jurkat FADD-/- cells. Jurkat FADD-/- TNF necroptosis rescue, ATP luminescence, 24 h; 0 = TNF only, 100 = no-TNF cells. activation (protection from cell death), % at 10 µM. 0.068% of 220,000 active. AID 463075;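 active = activation, meaning protection from cell death, of at least 50% relative to plate controls; inactive = activation below 50%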;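 note: necroptosis triggered by 40 ng/mL TNF-alpha added together with compound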
PERK inhibitor: human PERK inhibition, primary cell-based screen. CHO PERK-DD fusion, SEAP luminescence translation reporter. inhibition, % at 5.6 µM. 0.17% of 220,000 active. AID 1416;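 active = inhibition above the mean inhibition of all tested compounds plus 3 SD, set separately per screening campaign, cut at about 2.9% in these data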;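 note: PERK kinase domain activated by AP20187 dimerizer at 100 nM; 0% = DMSO with dimerizer and 100% = rapamycin at 8.4 µM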
RBBP9 inh: inhibitors of human serine hydrolase RBBP9; recombinant RBBP9, FP-Rh probe fluorescence polarization; O75884; inhibition, % at 7.94 µM; AID 1515; 0.2% of 220,000 active;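 active = inhibition above the campaign mean of all tested compounds plus 3 SD, cut at about 14% in these data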;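 note: plate controls were DMSO wells with RBBP9 for no effect and wells lacking RBBP9 protein for full effect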
Target sequence (O75884 whole entry, looked up): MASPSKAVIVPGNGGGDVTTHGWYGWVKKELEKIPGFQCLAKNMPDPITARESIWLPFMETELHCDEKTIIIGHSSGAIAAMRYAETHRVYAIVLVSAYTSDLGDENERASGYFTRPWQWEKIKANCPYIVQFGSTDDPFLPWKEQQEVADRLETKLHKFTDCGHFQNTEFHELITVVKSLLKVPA
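Test system: recombinant human RBBP9. Quantity: 2.5 µM RBBP9 dispensing solution, before mixing. Detection: FP readout at 525/598 nm. Reagent: Serine-hydrolase probe FP-Rh, 375 nM pre-mixing. Measure: % inhibition. Control set: DMSO-treated enzyme wells and wells lacking RBBP9. Buffer or medium: Tris-NaCl-Pluronic buffer, pH 8.0. Times: preincubation 30 min plus labeling 45 min at 25 °C.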
Runt-SMMHC FRET: inhibitors of human RUNX1 Runt domain binding to CBFb-SMMHC | Cerulean-Runt/Venus-CBFb-SMMHC FRET ratio 530/480, 1 h | AID 1434 | Q01196+Q13951 | 0.74% of 220,000 active | inhibition, % at 20 µM;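 active = mean inhibition across duplicate retests at 20 µM reaching about 50%, limit read from the data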;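 note: 0% = DMSO wells and 100% = wells with excess untagged CBFb-SMMHC; inhibitors lower the FRET ratio by blocking Runt binding to CBFb-SMMHC; some results filed as inactive read as strong as hits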
Runt-CBFb FRET: blocks binding of human RUNX1 Runt domain to CBFb; Q01196+Q13951; Cerulean-Runt/Venus-CBFb FRET ratio 530/480, 1 h; inhibition, % at 20 µM; 0.46% of 220,000 active; AID 1496;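 active = inhibition over about 50% at 20 µM in the single-dose screen, limit read from the data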;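 note: 0% = DMSO wells and 100% = excess unlabeled CBFb competitor control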
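Measured by: fluorescence energy transfer, 422 nm excitation, 530/480 nm emission; test system: Cerulean-tagged RUNX1 Runt domain (FRET donor) fusion protein; buffer or medium: Tris pH 7.5 buffer with BSA; compound: one dose, 20 µM compound, 1% DMSO; times: two 1 h room-temperature incubations shielded from light; benchmarks: unlabeled CBFb 5 µM, positive control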
Hck-Nef inh: human Hck-Nef kinase inhibition. P08631. Recombinant Hck-YEEI plus Nef, Z-Lyte FRET kinase assay. inhibition, % at 20 µM. 0.68% of 220,000 active;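 active = Hck-Nef kinase inhibition above about 50%, limit read from the data; inactive = inhibition below that limit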;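 note: 0% = DMSO with Hck plus Nef and 100% = Hck alone without Nef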
Target sequence (P08631 whole entry, looked up): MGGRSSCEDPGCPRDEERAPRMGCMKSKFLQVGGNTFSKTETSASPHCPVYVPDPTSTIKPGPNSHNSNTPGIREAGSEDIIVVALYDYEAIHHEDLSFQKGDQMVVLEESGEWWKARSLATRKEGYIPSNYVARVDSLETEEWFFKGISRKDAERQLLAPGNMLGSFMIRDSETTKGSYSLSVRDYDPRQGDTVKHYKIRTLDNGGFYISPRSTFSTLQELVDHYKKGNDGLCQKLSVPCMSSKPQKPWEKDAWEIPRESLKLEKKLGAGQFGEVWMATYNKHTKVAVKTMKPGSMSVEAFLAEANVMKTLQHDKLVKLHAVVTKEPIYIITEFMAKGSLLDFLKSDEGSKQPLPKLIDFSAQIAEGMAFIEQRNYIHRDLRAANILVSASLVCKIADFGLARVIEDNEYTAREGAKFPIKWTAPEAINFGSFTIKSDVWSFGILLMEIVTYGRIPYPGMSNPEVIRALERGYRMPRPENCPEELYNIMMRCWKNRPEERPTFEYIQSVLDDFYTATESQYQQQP
EP2 antag: EP2 receptor (human) inhibition | 0.52% of 260,000 active | inhibition, % at 25 µM | P43116 | C6 glioma cells expressing human EP2, cAMP TR-FRET; cells stimulated with saturating PGE2;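 active = percent inhibition above 40 after rounding to a whole number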;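 note: rat C6 glioma host cells with rolipram phosphodiesterase inhibitor present; the protocol text gives 20 µM as final concentration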
Numbers without * were called inactive; · = no result given; & = joins results of further samples; ! = a repeat was not active. This is a subset; count on the stated rates, not on these rows.

Structure,zVAD death inh,EP2 mod,TNF necrop inh,PERK inhibitor,RBBP9 inh,Runt-SMMHC FRET,Runt-CBFb FRET,Hck-Nef inh,EP2 antag
COc1ccccc1C1OC2=C(Nc3ccc([N+](=O)[O-])cc3N2)C1=O (stereo unspecified),0.9,-17,-2.2,-0.4,0,1,1,0,2
CC(=O)Nc1cc(NC(C)=O)c(CC(C)C)s1,-0.4,4,-0.3,0.6,-12,1,2,12,6
CC1CC(C)CN(C(=O)CSc2nnc(-c3ccc(Cl)s3)o2)C1 (stereo unspecified),38,6,3.4,-0.6,-4,-5,-1,0,6
CCOC(=O)C1=C(C)NC(=O)NC1/C=C/c1ccccc1OC (stereo unspecified),1.5,-20,-0.4,-0.8,-13,3,-1,12,-1
COc1ccc(C(=O)NCc2ccc3c(c2)cc(C)n3C)cc1,-0.5,-38,0.7,1.2,5,-46,-5,1,10
COC(=O)c1ccc(NC(=O)C2CCCN2S(=O)(=O)c2ccc(C)cc2)cc1 (stereo unspecified),1.6,-61,2.3,0.1,-6,-1,0,-1,7
COc1ccc(Br)cc1CN1CCN(C(=O)c2cccc(OC)c2OC)CC1,-0.8,-4,-0.8,-1.4,-12,-6,1,-2,-1
CCOC(=O)c1c(C)n(C)c2ccc(OCC(O)CN3CCCCCC3)cc12 (stereo unspecified),1.8,6,-3.1,-0.9,0,-1,2,3,12

Some entries already given, reduced to Runt-SMMHC FRET and TNF necrop inh.
| structure | Runt-SMMHC FRET | TNF necrop inh |
| --- | --- | --- |
| CCOC(=O)c1c(C)n(C)c2ccc(OCC(O)CN3CCCCCC3)cc12 (stereo unspecified) | -1 | -3.1 |
| COc1ccc(Br)cc1CN1CCN(C(=O)c2cccc(OC)c2OC)CC1 | -6 | -0.8 |

Next results follow:
Structure,zVAD death inh,EP2 mod,TNF necrop inh,PERK inhibitor,RBBP9 inh,Runt-SMMHC FRET,Runt-CBFb FRET,Hck-Nef inh,EP2 antag
CN(C)c1nc(OCC(=O)NC(C)(C)C)nc(N(C)C)n1,0.3,13,-0.9,-0.8,-5,1,2,1,11
O=C(c1sc2ccccc2c1Cl)N1CCN(c2ccccc2F)CC1,-0.4,-83,0.9,1.0,-1,0,0,6,3
CC(C)CCNC(=S)Nc1ccccn1,-0.5,-8,0.3,0.5,-8,33,14,2,9
Nc1ncnc2c1C1(CCCCC1)Cc1ccccc1-2,0.8,80*!,-0.7,-0.4,-6,0,-2,33,9&6
Cc1cc(N)n2ncc(-c3ccc(Cl)cc3)c2n1,72,10,-0.5,0.6,5,5,0,3,1
COc1ccc(C(C(=O)NC2CCCCC2)N(C(=O)CCl)c2cccc(Cl)c2)cc1 (stereo unspecified),1.3,26,-15,0.7,0,0,2,1,9
O=C(NCc1ccccc1)C(c1ccc(O)cc1)N(C(=O)Cn1nnc(-c2cccs2)n1)c1ccc2c(c1)OCCO2 (stereo unspecified),-0.5,15,-3.1,-1.0,-13,0,-2,8,21
CCOC(=O)CN1C(=N)N(c2nc(NC(C)C)nc(OC)n2)CC1=O,0.6,-16,3.8,-0.4,-8,-2,3,-3,9
COc1cc(OC)c(OC)cc1/C=C1\CCC(C2CCCC2)C1=O (stereo unspecified),0.3,-16,0.8,-0.7,-7,-20,-4,-26,-1
COc1ccc(NC(=O)N2c3ccccc3C(C)=CC2(C)C)cc1,0.7,7,-1.3,0.0,-8,-2,0,-7,8
Cc1ccc(C)c(-n2nnnc2SCC(=O)Nc2cccc(-c3nnc4n3CCCCC4)c2)c1,-0.3,0,0.8,-0.9,-4,0,-12,-1,8
CCOC(=O)N1CCN(C(=O)c2cn(C)c(=O)c3c2c2ccccc2n3C)CC1,3.0,10,-1.0,-0.7,1,2,2,1,8
COc1ccccc1NC(=O)CCS(=O)(=O)c1ccccc1,-1.1,-16,0.7,0.5,-10,3,0,31,5
O=C(O)C1CCN(c2ccccc2[N+](=O)[O-])CC1,-1.1,15,0.1,0.5,1,0,-1,-24,3
CNC(=O)C(=O)N/N=C/c1cccnc1,1.0,-10,1.1,1.4,0,-6,0,13,6
O=C(CNCc1ccc(Cl)cc1)NCc1ccco1,0.5,20,0.2,0.5,-5,2,2,2,4
Cc1cc2ccccc2c(=O)n1CC(=O)NCC(=O)N1CCN(c2ccccc2F)CC1,1.7,10,-2.6,1.7,-1,2,-3,2,6
CC1=NNC(=O)C1CC(=O)N/N=C(\C)c1ccco1 (stereo unspecified),0.9,15,-0.5,-0.5,-5,2,2,26,5
CCOc1ccc(NC(=O)N(C2CCCCC2)C2CCN(C(C)=O)CC2)cc1,0.1,·,-0.1,1.8,-5,·,·,8,13
COc1cccc(-c2cc(C(=O)Nc3c(C)nn(Cc4ccccc4C)c3C)no2)c1,0.9,-34,-6.9,-0.6,-11,-7,-3,3,6
O=C(CSCc1ccccc1)Nc1ccc2c(c1)OCO2,-0.3,-2,22,1.0,-3,6,-1,1,19
CCOC(=O)c1ccc(CSc2nnc(-c3ccncc3)n2N)cc1,-0.2,0,-1.2,0.4,6,-2,0,-1,9
CCC(C)NC(=O)c1ccc([N+](=O)[O-])c(Cl)c1 (stereo unspecified),0.1,-5,1.4,0.9,-7,4,2,3,9
COC(=O)C1=C(N)Oc2cc(C)n(CC3CCCO3)c(=O)c2C1c1ccccc1 (stereo unspecified),-0.7,8,-6.2,-0.1,-9,5,-2,0,-3
CCOC(=O)c1cc2c(ccn2C)n1Cc1ccccc1C,-0.3,62*,-1.0,0.1,-6,9,25,2,4
COc1cccc(Cn2nnc(C(=O)Nc3cc(Cl)ccc3OC)c2N)c1,6.7,-15,1.2,0.9,-4,-4,1,6,7
CCCCn1c(CN2C(=O)c3ccccc3C2=O)nc2ccccc2c1=O,0.0,-1,-2.7,0.4,-5,2,-1,11,11
NC(=O)N/N=C/c1cn(-c2ccccc2)nc1-c1cccnc1,-0.5,14,-9.7,0.4,-15,3,3,10,5
c1ccc(CCc2nc(-c3ccccn3)no2)cc1,-0.2,17,-0.2,0.3,6,-1,1,5,8
CC1=NN(c2ccc(Cl)cc2)C(=O)C1,0.9,7,-1.0,0.9,3,2,-1,23,4
O=C(Nc1ccccc1)NC1CCCc2ccccc21 (stereo unspecified),13,-23,-0.4,0.1,3,-2,3,2,7
COc1ccc(C(=O)NNC(=O)c2cccc(F)c2)cc1,3.9,-2,0.2,1.2,-2,-5,0,25,2
COCc1nnc(NC(=O)c2ccccc2[N+](=O)[O-])s1,2.7,6,1.3,0.7,1,6,10,-1,6
O=C(Nc1ccc(N2CCN(C(=O)c3ccco3)CC2)cc1)C(c1ccccc1)c1ccccc1,76*,-1,2.0,-1.0,-8,-1,-3,1,9
COc1ccc2c(c1)-c1c(sn(-c3ccccc3)c1=S)C(C)(C)N2,6.9,39,5.2,1.1,-2,2,-2,4,5
CC(Oc1ccccc1)c1ccnn1S(C)(=O)=O (stereo unspecified),-0.7,-8,2.7,0.9,-6,-2,-1,-1,15
COc1cc2c(cc1NC(=O)c1cccnc1)CCCC2,2.8,6,0.6,-0.2,-6,2,-2,-1,16
CCN(CC)c1ccc(/C=N/NC(=O)C(O)(c2ccccc2)c2ccccc2)o1,0.5,-1,3.2,0.2,9,-8,-7,2,1
CC1=Nc2ccccc2N=C(NC(=O)c2ccccc2)C1c1ccc(Cl)cc1 (stereo unspecified),-0.7,2,-1.9,-0.4,-12,1,-2,-3,5
O=C(O)C1C2C=CC3(CN(Cc4ccccn4)C(=O)C13)O2 (stereo unspecified),0.6,36,0.7,1.4,-3,0,-1,7,5
CCCc1cc(-c2[nH]ncc2-c2ccc3c(c2)OCCCO3)c(O)cc1OC,0.9,28,-1.6,-1.0,6,-4,0,1,13
Cc1ccc(C)c(C(=O)CSc2n[nH]c(C)n2)c1,0.0,24,-0.7,0.6,0,1,15,0,1
O=C(Cc1coc(-c2ccc(F)cc2)n1)NCc1ccccc1,1.4,-13,0.6,0.7,-8,1,-1,1,11
Cc1ccccc1C(=O)Nc1ccc(Br)cn1,1.1,-13,-5.4,0.0,-2,-4,-3,2,8
C=CCNC(=O)c1ccccc1CCc1ccccc1,-0.5,0,2.0,1.2,2,0,-2,7,5
O=C1NC(=Nc2ccccc2)S/C1=C/c1cccnc1,0.6,-2,-0.4,1.3,8,-1,-2,10,5
CCOc1ccccc1NC(=O)CN(c1ccc(OC)cc1)S(=O)(=O)c1c(C)noc1C,-0.7,7,-10,-0.5,-5,0,8,1,8
CCOC(=O)N1CCN(C(=O)C2CCN(S(=O)(=O)c3ccc(Br)s3)CC2)CC1,-0.9,-9,-1.5,-0.8,6,-2,3,0,17
Cc1ccc(OCc2ccc(C(=O)NCc3cccnc3)cc2)cc1C,5.2,-21,-2.1,0.7,-3,-6,-8,-5,4
CCOC(=O)N1CCN(C(=O)c2cnsn2)CC1,1.1,-9,-1.4,0.8,-12,-3,-1,1,14
O=C(Nc1ccc([N+](=O)[O-])cc1)Nc1ccc2c(c1)OCCO2,0.1,-56,-0.3,-0.4,-2,-5,1,3,17
COC(=O)/C=C/C(=O)N1CCN(c2ccccc2C)CC1,-0.3,-9,-3.9,1.1,-11,1,0,3,10
CN1CCN(C(=O)c2ccc3c(=O)n(Cc4ccco4)c(=S)[nH]c3c2)CC1,0.2,8,0.4,0.5,12,-2,5,2,15
Cc1ccc(Nc2ccc(S(=O)(=O)N3CCOCC3)cc2[N+](=O)[O-])c(C)c1,-1.1,-14,0.3,0.1,-6,-5,-2,3,7
O=C(Nc1nnc(-c2ccc3c(c2)OCCO3)o1)C1CCCCC1,2.5,-19,0.6,1.6,1,2,2,3,12
O=C(Nc1ccccc1N1CCOCC1)c1ccccc1NS(=O)(=O)c1ccc(F)cc1,0.1,3,-0.9,-0.3,-1,0,0,-2,·

Continuation.
Structure,zVAD death inh,EP2 mod,TNF necrop inh,PERK inhibitor,RBBP9 inh,Runt-SMMHC FRET,Runt-CBFb FRET,Hck-Nef inh,EP2 antag
Cc1ccc(SC(C)C(=O)NCC(C)C)cc1 (stereo unspecified),-0.3,10,2.1,0.1,-9,0,-3,-8,3
CCCCN(C(=O)CN1CC(C)OC(C)C1)c1c(N)n(CC(C)C)c(=O)[nH]c1=O (stereo unspecified),0.6,2,0.6,1.0,-6,-1,3,2,7
COCCn1c(N)c(C(=O)OCc2ccccc2)c2nc3ccccc3nc21,1.1,12,-3.8,-1.4,-5,65*,17,25,1
O=C(NCCN1C(=O)S/C(=C\c2cccnc2)C1=O)c1cccc(OC(F)F)c1,0.5,-13,-0.5,0.0,-10,3,3,1,11

High-throughput results from PubChem BioAssay.
